GSK3A inh: blockers of GSK3A enzyme activity – biochemical, luminescence, cell-free homogeneous, HTS, primary screen | Glycogen synthase kinase-3 alpha (Homo sapiens), P49840 | GSK-3 alpha kinase, ADP-Glo luminescence, 60 min | inhibition, % at 10 µM | actives 0.1% (n = 320,000) | AID 2650, 2010;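 in the data active means inhibition above about 50%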;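 further: GST-tagged GSK-3 alpha with peptide substrate and 25 µM ATP; 0% = DMSO neutral wells and 100% = GW8510 positive control wells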
hERG rescue: hERG rescue from dofetilide block, primary screen, cell-based, CHO-hERG, FluxOR thallium flux, dofetilide IC70 | Voltage-gated inwardly rectifying potassium channel KCNH2 (Homo sapiens), Q12809 | actives 0.51% (n = 310,000) | AID 1511, 2009 | activation (rescue from dofetilide block), less the hit threshold, % at 10 µM | dofetilide IC70 present;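 active means activation above the mean of controls blocked by dofetilide plus 5 SD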;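 further: thallium influx through hERG after potassium depolarization seen as dye fluorescence rise; in these data hits start at about 4.7%; inactives centre near -7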
KCNK3 inh: human KCNK3 channel inhibitors, primary screen, CHO cells, FluxOR thallium flux, B-score. FluxOR fluorescence; hits give low values. B-score at 10 µM. actives 0.84% (n = 340,000);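 active means B-score under library mean minus 4 SD, starting fluorescence ratio at most library mean plus 5 SD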;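 further: more negative B-score means stronger inhibition of thallium flux through KCNK3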
Dyrk1A ADPGlo: rat Dyrk1A kinase inhibitors, primary screen, biochemical, single point, plate reader. inhibition, % at 12.5 µM. actives 0.43% (n = 310,000). Dual specificity tyrosine-phosphorylation-regulated kinase 1A (Rattus norvegicus), Q63470. ADP-Glo luminescence, NFATc1 peptide; in the data active means inhibition above about 50%;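 further: plate controls were vehicle with enzyme for no effect and no enzyme for full effect; many of its hits are not listed in these tables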
GSK3B inh: human GSK3beta kinase inhibitors, primary screen, biochemical, cell-free homogeneous, HTS; activity score (negative = inhibition), % at 10 µM; AID 2097, 2009; GST-GSK3beta kinase, ADP-Glo luminescence, 60 min; hits give low values; actives 0.038% (n = 300,000); Glycogen synthase kinase-3 beta (Homo sapiens), P49841;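 active means more than half of replicate wells score below -50%, meaning over 50% inhibition versus plate controls; inconclusive means some replicates but at most half score below -50%; inactive means no replicate scores below -50%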;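 further: 0% = median DMSO wells and -100% = median GW8510 positive control wells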
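Test system: GST-fused GSK3beta enzyme, cell-free | Quantity: 1.6 ng GST-GSK3beta enzyme per well | Reagent: 25 µM ATP with peptide substrate | Schedule: 60 min enzyme reaction, room temperature | Signal: Luminescent ADP-Glo measurement of ADP formed | Read-out basis: Score relative to plate controls | Control set: DMSO and 20 µM GW8510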
KCNQ1 pot: potentiators or activators of KCNQ1 channel, primary screen, cell-based, thallium flux, high-throughput; AID 2648, 2010; B-score at 10 µM; CHO-K1 KCNQ1, thallium flux FluxOR fluorescence; hits give high values; Potassium voltage-gated channel subfamily KQT member 1 (Homo sapiens), P51787; actives 0.35% (n = 310,000);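 active means fluorescence ratio B-score, a plate-corrected score, at least three library SD, with initial intensity B-score within 5 SD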
Target sequence (P51787 whole entry, looked up): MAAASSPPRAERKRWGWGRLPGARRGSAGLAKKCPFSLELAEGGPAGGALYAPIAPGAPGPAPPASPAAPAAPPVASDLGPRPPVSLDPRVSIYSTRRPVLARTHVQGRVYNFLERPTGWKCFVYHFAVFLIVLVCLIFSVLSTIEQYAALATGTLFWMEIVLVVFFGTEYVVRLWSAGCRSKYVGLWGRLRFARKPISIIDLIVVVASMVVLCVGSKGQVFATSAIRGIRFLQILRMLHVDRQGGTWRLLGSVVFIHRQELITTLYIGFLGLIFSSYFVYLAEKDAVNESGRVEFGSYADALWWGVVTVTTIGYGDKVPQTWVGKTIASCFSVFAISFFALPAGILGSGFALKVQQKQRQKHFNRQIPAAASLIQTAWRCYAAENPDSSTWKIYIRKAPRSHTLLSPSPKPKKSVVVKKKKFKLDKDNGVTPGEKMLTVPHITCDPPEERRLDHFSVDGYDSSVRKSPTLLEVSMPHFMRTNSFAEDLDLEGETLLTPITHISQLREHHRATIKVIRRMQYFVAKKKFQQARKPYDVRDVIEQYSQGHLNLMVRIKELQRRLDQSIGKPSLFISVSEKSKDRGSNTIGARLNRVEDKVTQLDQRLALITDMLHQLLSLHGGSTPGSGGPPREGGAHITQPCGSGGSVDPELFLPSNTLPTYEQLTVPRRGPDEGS
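Test system: CHO-K1 cells stably expressing KCNQ1 / Medium: assay buffer / Also added: depolarizing K+/Tl+ stimulus, K2SO4 and Tl2SO4 each 12.5 mM in 5x stock / Incubation: 90 min dye loading and 20 min compound exposure, both at room temperature / Signal: thallium influx via FluxOR fluorescence, kinetic imaging / Evaluation: B score of baseline-normalized fluorescence ratio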
KCNK9 block: KCNK9 potassium channel inhibitors, primary screen, HEK293 cells, thallium flux. Potassium channel subfamily K member 9 (Homo sapiens), Q9NPC2. FluxOR thallium flux fluorescence; hits give low values. B-score at 10 µM. actives 1.2% (n = 310,000). AID 488922, 2010;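 active means ratio B-score over 3 SD below the library mean, with starting fluorescence within 5 SD of its mean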;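 further: negative B-score means less thallium flux so channel inhibition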
Target sequence (Q9NPC2 whole entry, looked up): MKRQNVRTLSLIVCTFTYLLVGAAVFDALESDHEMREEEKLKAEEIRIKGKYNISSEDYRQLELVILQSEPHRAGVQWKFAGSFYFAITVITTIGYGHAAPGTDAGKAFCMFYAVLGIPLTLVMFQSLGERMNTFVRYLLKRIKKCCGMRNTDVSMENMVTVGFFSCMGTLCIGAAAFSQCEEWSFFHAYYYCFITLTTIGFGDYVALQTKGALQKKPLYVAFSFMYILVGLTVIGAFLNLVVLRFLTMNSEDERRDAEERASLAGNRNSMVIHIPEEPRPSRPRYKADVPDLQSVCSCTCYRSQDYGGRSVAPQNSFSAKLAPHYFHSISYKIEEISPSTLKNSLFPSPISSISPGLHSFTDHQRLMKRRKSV
KCNQ1 block: inhibitors of human KCNQ1 channel, primary screen, cell-based, thallium flux, high-throughput. Potassium voltage-gated channel subfamily KQT member 1 (Homo sapiens), P51787. CHO-K1 KCNQ1, FluxOR thallium flux fluorescence; hits give high values. B-score at 10 µM. actives 1.3% (n = 310,000). AID 2642, 2010;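 active means compounds whose thallium flux B-score, printed positive for inhibition, exceeds three library SD while starting fluorescence stays within three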;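 further: channel opened by potassium depolarization with thallium stimulus after 20 min compound exposure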
HDAC3 inhib: HDAC3 deacetylase inhibitors, primary screen, biochemical, fluorescence, cell-free homogeneous. recombinant HDAC3, fluorogenic peptide/trypsin coupled. actives 0.15% (n = 320,000). inhibition, % at 8.3 µM. Histone deacetylase 3 (Homo sapiens), O15379; in the data active means inhibition above about 26%, passing the limit was not always enough; inconclusive means no clear call, values can overlap the other calls
PolyA inh: polyadenylation inhibitors in yeast reporter cells, primary screen, luminescence, S. cerevisiae; S. cerevisiae SKY197-pL101 polyadenylation reporter, beta-gal luminescence; efflux-impaired pdr1/pdr3 knockout yeast; score 100 = 6 SD above DMSO; calls only at 12 µM; actives 0.02% (n = 300,000);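 active means lowest replicate activity score at least 50, where 100 means six control SD above control mean; inconclusive means lowest score under 50 but half or more replicates reach 50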;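 further: yeast exposed to compound for 9 h at 30 °C; higher score means more reporter readthrough which indicates perturbed polyadenylation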
RGS4 pot: RGS4 potentiators or activators, primary screen, cell-based, HEK293 M3R inducible RGS4, calcium flux | carbachol calcium flux Fluo4; hits give low values | B-score at 10 µM | actives 0.92% (n = 310,000) | AID 463111, 2010;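 active means B-score of the integrated calcium signal more than 4 SD below the library mean, with starting fluorescence not abnormally high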;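 further: negative B-score means reduced calcium response which marks RGS4 activation or potentiation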
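System: HEK293 FlpIn-TREx cells, stable M3R, doxycycline-inducible RGS4. Timing: overnight RGS4 induction, 30 min dye load 37 °C, 20 min compound RT. Also added: carbachol, ECmax concentration. Measured by: Fluo4 fluorescence kinetic imaging of calcium. Evaluation: integrated calcium ratio converted to B score.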
Numbers without * were called inactive. This is a subset, so the mix of outcomes need not match the whole.

CCOC(=O)CSC1=C(C#N)C(c2ccco2)C(C(=O)OCc2ccccc2)=C(C)N1 (stereo unspecified) was read as GSK3A inh -4, hERG rescue -16, KCNK3 inh inactive, Dyrk1A ADPGlo 0, GSK3B inh -4, KCNQ1 pot inactive, KCNK9 block -7.3*, KCNQ1 block inactive, HDAC3 inhib 11, PolyA inh inactive and RGS4 pot inactive.
`CC(=O)NCCNC(=O)c1ccc(-n2c(C)ccc2C)cc1` gave hERG rescue -7, KCNK3 inh inactive, Dyrk1A ADPGlo -5, GSK3B inh -4, KCNQ1 pot inactive, KCNK9 block inactive, KCNQ1 block inactive, HDAC3 inhib inconclusive, PolyA inh inactive and RGS4 pot inactive.
CCn1c(-c2ccccc2)c(C(=O)CCl)c2ccccc21 was read as GSK3A inh 2, hERG rescue -13, KCNK3 inh inactive, Dyrk1A ADPGlo 30, GSK3B inh -2, KCNQ1 pot inactive, KCNK9 block inactive, KCNQ1 block inactive, HDAC3 inhib 3, PolyA inh inactive and RGS4 pot inactive.
For O=C(NCCc1csc(-c2ccccc2)n1)c1ccco1 the results were GSK3A inh 3, hERG rescue -8, KCNK3 inh inactive, Dyrk1A ADPGlo 33, GSK3B inh -2, KCNQ1 pot inactive, KCNK9 block inactive, KCNQ1 block inactive, HDAC3 inhib 2, PolyA inh inactive and RGS4 pot inactive.
`CCOc1ccc(-c2nnn(CC(=O)NCc3cccs3)n2)cc1` gave GSK3A inh -2, hERG rescue -10, KCNK3 inh inactive, Dyrk1A ADPGlo -5, GSK3B inh 0, KCNQ1 pot inactive, KCNK9 block inactive, KCNQ1 block inactive, HDAC3 inhib -1, PolyA inh inactive and RGS4 pot inactive.
Screening COc1ccc(N/N=C(/N=Nc2nc(C)cc(=O)[nH]2)c2ccccc2)cc1 returned GSK3A inh 1, hERG rescue -10, KCNK3 inh inactive, Dyrk1A ADPGlo 12, GSK3B inh -1, KCNQ1 pot inactive, KCNK9 block inactive, KCNQ1 block inactive, HDAC3 inhib 0, PolyA inh inactive and RGS4 pot inactive.
For COc1ccc(N2C(=O)N(Cc3ccc(C)cc3)c3ccccc3S2(=O)=O)cc1 the results were GSK3A inh -3, hERG rescue -9, KCNK3 inh inactive, Dyrk1A ADPGlo 1, GSK3B inh 6, KCNQ1 pot inactive, KCNK9 block inactive, KCNQ1 block inactive, HDAC3 inhib 6, PolyA inh inactive and RGS4 pot inactive.
Screening COc1cccc(-n2c(CN3CCN(c4cccc(C)c4)C(C)C3)nc3ccc([N+](=O)[O-])cc3c2=O)c1 (stereo unspecified) returned GSK3A inh 0, hERG rescue -10, KCNK3 inh inactive, Dyrk1A ADPGlo 1, GSK3B inh 1, KCNQ1 pot inactive, KCNK9 block inactive, KCNQ1 block inactive, HDAC3 inhib -1, PolyA inh inactive and RGS4 pot inactive.
For CCCCCCNC(=O)CC(NS(=O)(=O)c1ccc(NC(C)=O)cc1)C(C)C (stereo unspecified) the results were GSK3A inh -3, hERG rescue 0, KCNK3 inh inactive, Dyrk1A ADPGlo -1, GSK3B inh 1, KCNQ1 pot inactive, KCNK9 block inactive, KCNQ1 block inactive, HDAC3 inhib 6, PolyA inh inactive and RGS4 pot inactive.
Screening CCN(CC)S(=O)(=O)c1ccc(NC(=O)c2ccc(N(C)S(C)(=O)=O)cc2)cc1 returned GSK3A inh 0, hERG rescue -7, KCNK3 inh inactive, Dyrk1A ADPGlo -3, GSK3B inh -2, KCNQ1 pot inactive, KCNK9 block inactive, KCNQ1 block inactive, HDAC3 inhib 3, PolyA inh inactive and RGS4 pot inactive.
Screening Cc1ccc(N2C(=O)C3C(C2=O)N2CCCN2C3c2ccccc2)cc1C (stereo unspecified) returned GSK3A inh 3, hERG rescue -6, KCNK3 inh inactive, Dyrk1A ADPGlo -3, GSK3B inh -2, KCNQ1 pot inactive, KCNK9 block inactive, KCNQ1 block inactive, HDAC3 inhib -1, PolyA inh inactive and RGS4 pot inactive.
O=C(Nc1ccc2c(c1)OCO2)C1CCN(C(=O)c2cccs2)CC1 was read as hERG rescue -7, KCNK3 inh inactive, GSK3B inh -5, KCNQ1 pot inactive, KCNK9 block inactive, KCNQ1 block inactive, PolyA inh inactive and RGS4 pot inactive.
Screening Cc1ccc(S(=O)(=O)N2CCC(C(=O)OCC(=O)N(CC(C)C)C3CCS(=O)(=O)C3)CC2)cc1C (stereo unspecified) returned GSK3A inh -1, hERG rescue -10, KCNK3 inh inactive, Dyrk1A ADPGlo 2, GSK3B inh 0, KCNQ1 pot inactive, KCNK9 block inactive, KCNQ1 block inactive, HDAC3 inhib -1, PolyA inh inactive and RGS4 pot inactive.
`CC(=O)N1CCc2cc(S(=O)(=O)NCCC(=O)N3CCc4ccccc4C3)ccc21` gave GSK3A inh -1, hERG rescue -13, KCNK3 inh inactive, Dyrk1A ADPGlo 2, GSK3B inh 3, KCNQ1 pot inactive, KCNK9 block inactive, KCNQ1 block inactive, HDAC3 inhib -1, PolyA inh inactive and RGS4 pot inactive.
Screening CCN(c1ccccc1)S(=O)(=O)c1ccc(C(=O)Nc2ncccc2C)cc1 returned GSK3A inh 1, hERG rescue -14, KCNK3 inh inactive, Dyrk1A ADPGlo -2, GSK3B inh 2, KCNQ1 pot inactive, KCNK9 block inactive, KCNQ1 block inactive, HDAC3 inhib 2, PolyA inh inactive and RGS4 pot inactive.
For O=C(CCS(=O)(=O)Cc1ccccc1)Nc1nncs1 the results were GSK3A inh -4, hERG rescue -9, KCNK3 inh inactive, Dyrk1A ADPGlo 4, GSK3B inh -5, KCNQ1 pot inactive, KCNK9 block inactive, KCNQ1 block inactive, HDAC3 inhib -5, PolyA inh inactive and RGS4 pot inactive.
`CCCOc1ccc(C2c3c(oc4ccccc4c3=O)C(=O)N2CCCN2CCOCC2)cc1` (stereo unspecified) gave GSK3A inh -3, hERG rescue -3, KCNK3 inh inactive, Dyrk1A ADPGlo -4, GSK3B inh 3, KCNQ1 pot inactive, KCNK9 block inactive, KCNQ1 block inactive, HDAC3 inhib -2, PolyA inh inactive and RGS4 pot inactive.
Screening Cc1cccc(-n2c(Cc3cc(=O)[nH]c(=O)[nH]3)nnc2SCC(=O)N2CCc3ccccc32)c1 returned GSK3A inh -1, hERG rescue -8, KCNK3 inh inactive, Dyrk1A ADPGlo 1, GSK3B inh 1, KCNQ1 pot inactive, KCNK9 block inactive, KCNQ1 block inactive, HDAC3 inhib 4 and RGS4 pot inactive.
CCOc1cccc(C(=O)Nc2nccs2)c1 was read as GSK3A inh 2, hERG rescue -9, KCNK3 inh inactive, Dyrk1A ADPGlo 10, GSK3B inh -1, KCNQ1 pot inactive, KCNK9 block inactive, KCNQ1 block inactive, HDAC3 inhib 3, PolyA inh inactive and RGS4 pot inactive.
Screening CCCCCn1c(SCC(=O)CC(=O)OCC)nc2cc(C(=O)N3CCC(C(N)=O)CC3)ccc2c1=O returned GSK3A inh 0, hERG rescue -25, KCNK3 inh inactive, Dyrk1A ADPGlo -1, KCNQ1 pot inactive, KCNK9 block inactive, KCNQ1 block inactive, HDAC3 inhib 8, PolyA inh inactive and RGS4 pot inactive.
Screening O=S(=O)(Cc1ccccc1)C1CCCCC1O (stereo unspecified) returned GSK3A inh -3, hERG rescue -8, KCNK3 inh inactive, Dyrk1A ADPGlo 0, GSK3B inh -3, KCNQ1 pot inactive, KCNK9 block inactive, KCNQ1 block inactive, HDAC3 inhib -1, PolyA inh inactive and RGS4 pot inactive.
`COc1ccc(C(=O)Nc2ccc3c(c2)nc2n3CCSC2)cc1` gave GSK3A inh -1, hERG rescue -4, KCNK3 inh inactive, Dyrk1A ADPGlo 1, GSK3B inh -1, KCNQ1 pot inactive, KCNK9 block inactive, KCNQ1 block inactive, HDAC3 inhib 0, PolyA inh inactive and RGS4 pot inactive.
Screening COc1ccc(NC2CCCN(C(=O)CSc3ccncc3)C2)cc1 (stereo unspecified) returned GSK3A inh 7, hERG rescue -8, KCNK3 inh inactive, Dyrk1A ADPGlo 12, GSK3B inh 1, KCNQ1 pot inactive, KCNK9 block inactive, KCNQ1 block inactive, HDAC3 inhib 3, PolyA inh inactive and RGS4 pot inactive.

Reprinted at random: 2 entries already listed, in no set order.
CCOc1cccc(C(=O)Nc2nccs2)c1 was read as GSK3A inh 2, hERG rescue -9, KCNK3 inh inactive, Dyrk1A ADPGlo 10, GSK3B inh -1, KCNQ1 pot inactive, KCNK9 block inactive, KCNQ1 block inactive, HDAC3 inhib 3, PolyA inh inactive and RGS4 pot inactive.
Screening CCCCCn1c(SCC(=O)CC(=O)OCC)nc2cc(C(=O)N3CCC(C(N)=O)CC3)ccc2c1=O returned GSK3A inh 0, hERG rescue -25, KCNK3 inh inactive, Dyrk1A ADPGlo -1, KCNQ1 pot inactive, KCNK9 block inactive, KCNQ1 block inactive, HDAC3 inhib 8, PolyA inh inactive and RGS4 pot inactive.

High-throughput results (PubChem)
